# Bioassay records as filed in PubChem BioAssay.
# M1 ag = activates human CHRM1 receptor; P11229; AID 588814; 360,000 compounds, 0.33% hits; CHO-K1 hM1, Fluo-8 calcium fluorescence, agonist mode; 0% DMSO, 100% acetylcholine EC100; activation, % at 3 µM;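 active means activation above the run's mean compound activation plus 3 SD, cut at about 16% in these data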;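 further: peak over basal fluorescence ratio within a 140 s kinetic read after compound addition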
# TAAR1 agonist = human TAAR1 agonism; Q96RJ0; CHO RD-HGA16 TAAR1, Fluo-8 calcium fluorescence; vehicle wells 0%, saturating PEA agonist 100%; activation, % at 3 µM; AID 624467; 360,000 compounds, 0.99% hits;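 active means activation above the mean activation of all test compounds in the run plus 3 SD, cut at about 38% in these data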
# Target sequence (Q96RJ0 whole entry, looked up): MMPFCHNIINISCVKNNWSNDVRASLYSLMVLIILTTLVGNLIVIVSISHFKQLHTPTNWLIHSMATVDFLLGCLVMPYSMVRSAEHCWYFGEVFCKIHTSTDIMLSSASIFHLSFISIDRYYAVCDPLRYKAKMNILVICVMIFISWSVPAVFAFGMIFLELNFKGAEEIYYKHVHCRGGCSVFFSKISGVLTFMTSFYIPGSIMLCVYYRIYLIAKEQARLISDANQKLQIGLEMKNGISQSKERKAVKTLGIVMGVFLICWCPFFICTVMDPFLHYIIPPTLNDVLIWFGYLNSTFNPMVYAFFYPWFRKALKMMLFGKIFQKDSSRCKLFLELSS
#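 Test system: RD-HGA16 (CHO) cells co-expressing Gα16 and hTAAR1; dosing: one-point dosing at 3 µM (nominal); timing: 17-24 h seeding, 75 min 37 °C dye, 30 min RT; signal: kinetic Fluo-8 calcium fluorescence; read-out basis: % activation relative to PEA EC100 response; controls: DMSO and PEA EC100; replicates: n 1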
# CHRM1 antagonist = blocks human M1 muscarinic receptor | CHO-K1 hM1, Fluo-8 calcium fluorescence, ACh EC80 antagonist | inhibition, % at 3 µM | 360,000 compounds, 1.3% hits;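 active means percent inhibition above its own plate's cutoff, namely the mean of that plate's compound wells plus 3 SD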;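 further: peak over basal fluorescence ratio during 140 s after agonist addition; 0% = ACh EC80 plus DMSO and 100% = DMSO alone without agonist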
# OXTR potentiate = potentiators of human oxytocin receptor; P30559; CHO-OTR cells, Fluo-8 calcium fluorescence, potentiator mode; 0% = oxytocin EC15, 100% = EC100; activation, % at 3 µM; 320,000 compounds, 0.061% hits; AID 2445;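 active means activation above that plate's cutoff, the mean activation of tested compounds plus 3 SD, cut at about 6.6% in these data, passing the limit was not always enough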;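 further: 100% uses oxytocin at 75 nM as the full agonist control; some results filed as inactive read as strong as hits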
#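 Material: CHO-OTR cells, human receptor; compound dosing: single dose, 3.0 µM nominal final compound concentration; schedule: 6 min compound pre-incubation at room temperature, 100 s kinetic read; measured by: kinetic Fluo-8 calcium fluorescence; read-out basis: % activation vs EC15 and EC100 oxytocin; controls: EC15 oxytocin alone as 0%, 75 nM oxytocin as 100%; replicates: singlicate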
# V1R ag counter = counter-screen for oxytocin receptor agonists: human V1a receptor agonists. P37288. 320,000 compounds, 0.25% hits. activation, % at 3 µM. CHO-V1R cells, Fluo-8 calcium fluorescence, agonist mode; 0% DMSO, 100% 3 nM vasopressin;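 active means activation above the mean activation of all tested compounds plus 3 SD, per screening run, cut at about 20% in these data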;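 further: signal is peak over basal fluorescence ratio across a 100 second FLIPR read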
# Target sequence (P37288 whole entry, looked up): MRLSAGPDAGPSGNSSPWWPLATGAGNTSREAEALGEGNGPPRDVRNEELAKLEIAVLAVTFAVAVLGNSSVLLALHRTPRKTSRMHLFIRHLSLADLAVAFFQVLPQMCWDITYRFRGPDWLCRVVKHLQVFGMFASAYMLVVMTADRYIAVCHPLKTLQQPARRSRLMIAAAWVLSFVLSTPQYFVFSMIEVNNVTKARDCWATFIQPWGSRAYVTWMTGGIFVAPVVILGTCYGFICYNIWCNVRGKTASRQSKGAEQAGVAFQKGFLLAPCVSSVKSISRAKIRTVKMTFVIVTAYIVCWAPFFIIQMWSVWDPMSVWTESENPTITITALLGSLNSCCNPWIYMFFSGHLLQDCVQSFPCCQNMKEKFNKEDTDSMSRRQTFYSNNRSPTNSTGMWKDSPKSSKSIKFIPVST
# OXTR ag = human OXTR agonism; P30559; CHO-OTR cells, Fluo-8 calcium fluorescence; normalized: DMSO 0%, oxytocin 100%; activation, % at 3 µM; 320,000 compounds, 0.32% hits; AID 2435;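 active means activation above the mean of all tested compounds plus 3 SD, cutoff set per screening run, cut at about 20% in these data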;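 further: peak over basal fluorescence ratio from a 100 s FLIPR kinetic read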
# TAAR1 antagonist = antagonists of human TAAR1 | Q96RJ0 | CHO RD-HGA16 TAAR1, Fluo-8 calcium fluorescence, antagonist | inhibition, % at 3 µM | 360,000 compounds, 1.5% hits | AID 624466;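 active means inhibition above a per-plate cutoff, the mean inhibition of test compounds on that plate plus 3 SD, cut at about 49% in these data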;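 further: 0% = DMSO plus EC80 beta-PEA response and 100% = DMSO alone without agonist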
#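 Material: CHO RD-HGA16 cells bearing hTAAR1; compound dosing: one-point dosing, 3 µM nominal final; schedule: dye loading 75 min at 37 °C, then 30 min room temperature; measured by: calcium fluorescence with Fluo-8; control set: vehicle and agonist controls; replication: n of 1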
# CHRM1 PAM = positive allosteric modulators of human M1 muscarinic receptor; P11229; CHO-K1 hM1, Fluo-8 calcium fluorescence, ACh EC20; 0% = ACh EC20, 100% = maximal ACh; activation, % at 3 µM; AID 588819; 360,000 compounds, 0.088% hits; in the data active means activation above about 19%, passing the limit was not always enough
# CHO parental Ca = signal in parental CHO cells, OX1R antagonist counter-screen; inhibition, % at 5.6 µM; 330,000 compounds, 0.63% hits; parental CHO-K1, ATP-induced calcium, Fluo-8 fluorescence;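 active means inhibition above that plate's mean sample inhibition plus 3 SD, cut at about 26% in these data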;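 further: 0% = ATP-challenged DMSO wells and 100% = DMSO wells without ATP; some compounds past the cut are filed as inactive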
#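 Test system: untransfected parental CHO cell line. Compound: one dose, 5.6 µM nominal. Detection: intracellular calcium via Fluo-8 no-wash fluorescent dye. Measure: % inhibition. Benchmarks: ATP-challenged DMSO wells low, unchallenged DMSO wells high.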
# * marks the source's active call; other numbers are inactive results; nt = no result given. The order is random; about 3.7% have a hit in one of these screens.
SMILES,M1 ag,TAAR1 agonist,CHRM1 antagonist,OXTR potentiate,V1R ag counter,OXTR ag,TAAR1 antagonist,CHRM1 PAM,CHO parental Ca
COCCCNC(=O)C[C@H]1C[C@H](C(=O)N(C(C)C)C(C)C)[C@@]2(C)c3[nH]c4ccc(Cl)cc4c3CCN2C1=O,-8,-2,-21,nt,nt,nt,-30,10,-36
O=C(NCCc1ccncc1)C12CC3CC(CC(C3)C1)C2,-6,6,0,-4,-0.6,0.1,4,2,-7
CC1=C(C(=O)NCCN2CCOCC2)C2(CCC(C)CC2)OC1=O (configuration not stated),-8,1,-6,-7,1.0,-0.5,-9,3,-10
CC1=CC(C)(C)N2C(=O)C3(C(C#N)=C(N)OC4=C3C(=O)CCC4)c3c(C)c(C)cc1c32 (configuration not stated),-3,3,1,3,0.7,0.9,4,3,-20
O=S(=O)(Nc1cccc(-c2cn3ccsc3n2)c1)c1ccc(F)cc1,-1,9,0,-20,6.7,9.9,1,0,-8
COC(=O)/C=C/c1ccc2c(c1)S(=O)(=O)N(c1cccc(OC)c1)[C@H]2CC(=O)OC,-2,13,-2,-4,7.2,3.8,24,0,-13
Nc1nccnc1C(=O)OCC(=O)c1ccc[nH]1,-2,1,-4,-14,0.5,0.5,-7,5,-6
Cc1cccc(CCNC(=O)CCS(=O)(=O)c2cc3c(cc2Cl)NC(=O)CO3)c1,-4,3,1,-4,1.8,0.7,-5,-3,-11
Cn1nc(C(C)(C)C)c(NC(=O)c2cccs2)c1C(C)(C)C,-1,0,17,-10,-0.2,0.4,-22,-2,-20
CCN1CCN(c2ccc(NC(=O)c3ccc4c(c3)[nH]c(=O)n4Cc3ccc(F)cc3)cc2)CC1,-11,3,-12,-3,2.7,0.9,-17,0,-6
Cc1cc(N/C(=N/S(=O)(=O)c2cc(F)ccc2F)c2ccccc2)n(-c2ccccc2)n1,-4,-1,8,-13,0.1,-1.5,0,-8,-14
CC1CCCCC1NS(=O)(=O)c1ccc(S(=O)(=O)N2CCCC2)cc1 (configuration not stated),-5,5,9,-8,3.9,4.6,16,-15,-14
COC(=O)c1cc(OC)c(OC)cc1NC(=O)Cc1cccs1,-2,2,-5,-14,-1.4,-0.8,-2,4,-13
CCOc1ccc(OCCCC(=O)NC2=NCCS2)cc1,-3,6,-8,0,1.0,0.9,10,8,-6
O=C(CSc1nc2ccccc2s1)NNC(=S)Nc1ccccc1,-1,0,9,-5,1.7,2.8,11,1,0
COc1ccc(N2CCN(c3ncnc4sc(C(=O)NCC5CCCO5)c(C)c34)CC2)cc1 (configuration not stated),-4,3,2,-7,0.5,2.0,5,-5,-15
O=C(COc1ccc(C(=O)c2ccc(F)cc2)cc1)Nc1cccc(S(=O)(=O)N2CCOCC2)c1,5,12,20,-11,8.5,12,62*,-13,10
COc1cc(OC)cc(-c2cc(N3C(=O)Nc4ccccc4N3O)n[nH]2)c1,-2,-1,-2,-5,-0.6,-0.4,-4,12,1
CCCn1c(CN2CCN(C(=O)c3ccco3)CC2)nc2cc(S(=O)(=O)N(C)C)ccc21,-6,4,-17,nt,nt,nt,7,4,nt
COc1cc(C(=S)N2CCOCC2)ccc1OC(=O)c1ccccc1C,0,2,-13,-3,1.6,0.5,13,14,-8
CCC(C)C(NC(=O)/C(=C\c1ccccc1)NC(=O)c1ccc(OC)cc1)C(=O)O (configuration not stated),-7,9,-5,-5,0.3,0.2,17,11,1
CCCc1nnc(SCc2ccc(OCC)cc2)n1N,-4,15,-4,-17,0.6,-1.0,8,3,-7
CCCCCC(=O)NC(=S)NNC(=O)c1ccc([N+](=O)[O-])cc1,2,72*,-9,-7,-0.8,-0.6,30,5,6
CC(=O)N1CCN(S(=O)(=O)c2cccc(C(=O)N(Cc3ccccc3)c3ccc(C)cc3)c2)CC1,-2,5,-5,-7,0.7,1.1,-2,9,-19
FC(F)(F)c1cc(-c2cccs2)nc(-n2cc(Cl)cn2)n1,-5,14,-3,-10,-0.7,-2.6,2,6,-20
O=C(N/N=C/C1CCCCC1)c1ccccn1,-3,5,-2,-9,1.1,0.3,-29,4,-7
Cc1cccc(S(=O)(=O)N(C)C[C@@H]2OCc3cnnn3CCCC(=O)N([C@H](C)CO)C[C@H]2C)c1,-8,2,5,nt,nt,nt,2,0,nt
O=C(Nc1ccc(-c2n[nH]c(=S)o2)cc1)c1ccccc1Cl,-3,1,2,-9,0.8,-0.8,-5,3,-2
CC(C)(C)c1ccc(O)c(N)c1,nt,nt,nt,-6,3.1,0.3,nt,nt,-7
N#Cc1ccc(N2CCN(C(=O)c3cccs3)CC2)c(F)c1,-2,10,-13,-5,3.1,3.4,-2,3,6
CCOC(=O)Cn1nc(/C=C/c2ccc(C(C)C)cc2)ccc1=O,-1,12,6,-14,2.9,2.0,33,1,-3
CCOC(=O)C1(Cc2ccccc2)CCCN(CCO)C1 (configuration not stated),-4,6,-8,-10,1.5,-0.2,-3,8,-11
NC(=O)c1ccccc1NC(=O)COC(=O)C1(c2ccccc2)CC1,2,2,-26,-17,0.9,2.2,-6,12,-7
Cc1ccc(-c2nc3cc(NS(=O)(=O)c4ccc(C)cc4)ccc3o2)cc1,-5,14,11,-8,0.4,-0.7,-9,-8,-21
C=C(C)C1CC=C(C)/C(=N/NC(=O)COc2ccc(C)cc2)C1 (configuration not stated),-5,7,-8,3,-0.7,-1.6,4,0,-3
CCN1C(=O)[C@H]2[C@@H](c3ccc(-c4ccc(Cl)c(Cl)c4)c(OC)c3)N[C@@](C)(C(=O)OC)[C@H]2C1=O,-3,4,9,1,0.1,0.3,1,0,-14
CC1CCCC(C)N1CC(O)COCC1COc2ccccc2O1 (configuration not stated),-5,10,-7,-5,1.6,2.9,-11,3,-8
O=C(NCc1cccnc1)C1CCN(S(=O)(=O)c2cc([N+](=O)[O-])ccc2Cl)CC1,-6,3,0,-1,3.2,3.1,-24,-2,-2
O=C(c1ccccc1Sc1c(Cl)cccc1[N+](=O)[O-])N1CCOCC1,-6,10,8,-2,0.5,-1.3,0,-4,-14
N=C(N)N=Nc1c(O)[nH]c2ccc(Br)cc12,-7,2,-3,-12,-0.7,-0.3,11,4,6
COc1cccc(/C=N\NC(=O)c2cc(OCC(F)(F)F)ccc2OCC(F)(F)F)c1,-5,1,-34,-3,1.4,-1.6,-8,10,7
O=C(OCC(O)C(O)C(O)COC(=O)c1ccccc1)c1ccccc1 (configuration not stated),0,0,1,nt,nt,nt,-6,0,nt
CCn1cc([N+](=O)[O-])c(C(=O)NCc2ccc3c(c2)OCO3)n1,-4,-4,-9,0,-0.2,0.2,-1,13,-1
Cc1cccc(-n2c(O)c(/C=N/NC(=O)c3ccccc3Cl)c3ccccc3c2=O)n1,-1,9,10,-7,0.4,-1.2,-1,2,-9
COC(=O)c1ccc(-c2csc(NC(=O)c3ccc(S(=O)(=O)N4CCc5ccccc5C4)cc3)n2)cc1,-1,-1,-4,-11,0.5,0.6,-15,5,-10
Cc1ccc(NC(=O)c2cc(S(=O)(=O)N3CCOCC3)cs2)cc1,-7,-2,0,-10,2.7,-1.0,-23,-4,-10
CCCOc1ccc(/C=N/Nc2ccccc2[N+](=O)[O-])c(OCCC)c1,-5,2,2,-6,0.0,0.5,-12,-1,-13
O=C(CN1C(=O)c2ccccc2S1(=O)=O)Nc1ccccn1,-1,1,-3,-4,0.4,0.5,-12,6,1
CN(C)C1(CNC(=O)Nc2ccccc2)CCCCC1,-8,1,-9,2,0.1,1.2,-8,7,-16
CCCOC(=O)c1ccc(NC(=O)C2C3C=CC(O3)C2C(=O)O)cc1 (configuration not stated),-3,11,2,2,1.7,0.3,-10,3,-2
O=C(Nc1cccc(Cl)c1)N1N=CCC1c1ccccc1 (configuration not stated),0,-1,-25,-5,-1.1,-2.5,-9,23,-6
O=S(=O)(/C=C/c1ccccc1)Nc1ccc(N2CCOCC2)cc1,-2,4,-8,-17,2.8,0.6,1,9,-1
Cc1cc(S(=O)(=O)N(Cc2cccs2)Cc2ccccc2F)ccc1-n1cnnn1,-6,5,6,-17,1.4,0.9,46,-13,0
NC(=O)N1CCCC1C(=O)Nc1ccc(Cl)c(Cl)c1 (configuration not stated),0,5,-15,-13,5.9,5.5,10,10,-5
Cc1cccc(Nc2c(O)nc[nH]c2=O)c1,-1,1,-7,nt,nt,nt,-33,1,nt
Cc1cc(Nc2cccc(C)c2C)n2ncnc2n1,4,0,-9,4,-0.3,-2.0,-10,18,7
Cc1ccc(CN2C(=O)CCC2C(=O)NCCCN2CCCC(C)C2)cc1 (configuration not stated),-5,4,-22,-3,0.4,0.5,0,14,1
CO/N=C/CC(=O)c1cnc(-c2ccccc2)s1,-6,5,-10,-6,0.5,1.0,20,14,-10
CCN(C(=O)COC(=O)C1CCN(S(=O)(=O)c2c(Cl)cccc2Cl)CC1)C1CCCCC1,-3,-1,8,-2,3.8,0.3,4,-10,-21
O=C(NC1CCc2ccccc21)C1CCN(S(=O)(=O)c2ccc(-n3cnnn3)cc2)CC1 (configuration not stated),-4,13,-13,-12,0.3,0.4,1,-6,3
O=C(COc1ccc(Cl)cc1Cl)OCC(=O)c1ccc[nH]1,-4,0,-6,-4,-1.1,-1.8,11,9,-8
COc1cc(C)c(S(=O)(=O)N2CCOCC2)cc1C(C)C,-5,0,-1,2,-1.0,-2.2,-13,1,-7

# Part of the list above, with two lines to a compound:
# Below each SMILES – M1 ag | TAAR1 agonist | CHRM1 antagonist | OXTR potentiate | V1R ag counter | OXTR ag | TAAR1 antagonist | CHRM1 PAM | CHO parental Ca
> O=C(Nc1ccc(-c2n[nH]c(=S)o2)cc1)c1ccccc1Cl
 : -3 | 1 | 2 | -9 | 0.8 | -0.8 | -5 | 3 | -2
> CC(C)(C)c1ccc(O)c(N)c1
 : nt | nt | nt | -6 | 3.1 | 0.3 | nt | nt | -7
> N#Cc1ccc(N2CCN(C(=O)c3cccs3)CC2)c(F)c1
 : -2 | 10 | -13 | -5 | 3.1 | 3.4 | -2 | 3 | 6
> CCOC(=O)Cn1nc(/C=C/c2ccc(C(C)C)cc2)ccc1=O
 : -1 | 12 | 6 | -14 | 2.9 | 2.0 | 33 | 1 | -3
